AmpC inh no detg – blocks E. coli AmpC beta-lactamase in detergent-free assay. AID 485341. AmpC nitrocefin hydrolysis, absorbance 480 nm, 0.0001% Triton. P00811. 0.52% of 330,000 active. Potency, µM (series often up to 57.1 µM), without a hit: at the top dose activity change, negative = inhibition, hits mostly inhibitors;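 further: potency means the concentration at half of the fitted maximal effect; plate controls were no compound for no effect and no enzyme for full effect; nearly all actives have a fitted effect of over 20% in size; some results filed as inactive show a strong effect at the top dose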
Target sequence (P00811 whole entry, looked up): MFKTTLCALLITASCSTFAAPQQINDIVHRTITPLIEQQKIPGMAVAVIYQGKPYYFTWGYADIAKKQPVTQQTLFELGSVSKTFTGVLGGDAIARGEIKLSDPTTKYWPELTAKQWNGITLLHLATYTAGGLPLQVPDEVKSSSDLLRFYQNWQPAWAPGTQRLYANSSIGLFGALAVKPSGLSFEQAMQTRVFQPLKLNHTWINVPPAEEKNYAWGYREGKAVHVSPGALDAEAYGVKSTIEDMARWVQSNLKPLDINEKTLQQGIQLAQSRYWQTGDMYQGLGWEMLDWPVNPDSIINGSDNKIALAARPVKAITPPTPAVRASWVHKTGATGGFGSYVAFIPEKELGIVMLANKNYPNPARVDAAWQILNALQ
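20 mM phosphate pH 7.0 + 0.01% (detergent screen) or 0.0001% Triton X-100; 5.3 nM AmpC reagent; cpd preinc 15 min RT; nitrocefin (800 uM stock) to start; A480 q20 s × 4 min; Activity was normalised to no-enzyme and no-compound control wells.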
AmpC inh detg – blocks E. coli AmpC beta-lactamase in detergent assay | 0.041% of 370,000 active | AID 485294 | AmpC hydrolysis of nitrocefin, absorbance 480 nm, 0.01% Triton | Potency, µM (highest dose often 114 µM), for inactives: top-dose activity change, negative = inhibition, hits mostly inhibitors | P00811;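 further: potency means the concentration at half of the fitted maximal effect; 0% = no-compound wells and -100% = no-enzyme wells; nearly all actives have a fitted effect of over 25% in size; some results filed as inactive show a strong effect at the top dose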
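20 mM phosphate pH 7.0 + 0.01% (detergent screen) or 0.0001% Triton X-100; 5.3 nM AmpC reagent; cpd preinc 15 min RT; nitrocefin (800 uM stock) to start; A480 q20 s × 4 min; Activity was normalised to no-enzyme and no-compound control wells.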
AMA1 RON2 block – AMA1-RON2 (P. falciparum) interaction inhibition | AlphaScreen AMA1-biotinylated RON2 peptide binding | Potency, µM (highest dose often 58.2 µM), for inactives: at the highest dose activity change, negative = inhibition, most hits filed as inhibitors | 0.2% of 360,000 active | AID 720542;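 further: potency means the concentration at half of the fitted maximal effect; 0% = vehicle wells and -100% = peptide control; nearly all actives have a fitted effect of over 45% in size; some results filed as inactive show a strong effect at the top dose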
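AMA1 (3D7) with his tag at 25 nM final met compounds first, then biotinylated RON2 peptide at 25 nM; detection used donor plus acceptor beads, 10 µg/mL apiece, read by AlphaScreen after 30 min at room temperature.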
HCMV antiviral – blocks human cytomegalovirus replication; HFF cells, HCMV-luciferase reporter, 72 h; stronger effect = lower value; activity change, negative = inhibition, % at 57.5 µM; 4.5% of 410,000 active; AID 1259415; in the data active means activity change below about -60%; inconclusive means no clear call, values can overlap the other calls; inactive means above about -39%
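Two-dose cell screen: HFF monolayers treated with compounds and infected with luciferase-expressing HCMV at 1 PFU/cell, 72 h at 37C, then lysed for luciferase measurement.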
FBPA Giardia inh – inhibitors of Giardia lamblia fructose-1,6-bisphosphate aldolase. A8B2U2. purified Giardia FBPA. Potency, µM (top dose mostly 59.6 µM), for inactives: at the highest dose activity, negative = inhibition, usual class: inhibitors. 0.71% of 290,000 active. AID 2451; further: potency means the concentration at half of the fitted maximal effect; nearly all actives have a fitted effect of over 55% in size
Target sequence (A8B2U2 whole entry, looked up): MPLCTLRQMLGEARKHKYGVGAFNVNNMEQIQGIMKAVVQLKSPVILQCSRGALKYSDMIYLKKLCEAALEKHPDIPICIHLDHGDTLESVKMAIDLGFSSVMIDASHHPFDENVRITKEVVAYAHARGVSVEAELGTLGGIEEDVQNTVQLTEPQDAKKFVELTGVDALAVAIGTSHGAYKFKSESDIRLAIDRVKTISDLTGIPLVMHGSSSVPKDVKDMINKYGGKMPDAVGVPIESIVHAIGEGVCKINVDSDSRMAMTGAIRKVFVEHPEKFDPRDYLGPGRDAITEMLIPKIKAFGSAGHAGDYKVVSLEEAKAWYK
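Giardia FBPA (40 nM reagent) was preincubated 10 min at RT with compound (up to 57.5 uM final), then substrate plus GAPDH/TPI/NAD/arsenate coupling system with diaphorase/resazurin was added; resorufin fluorescence (525/598 nm) was read after 20 min.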
Sm TGR inh – blocks Schistosoma mansoni thioredoxin glutathione reductase | Q962Y6 | purified TGR, DTNB reduction, TNB absorbance 405 nm | Potency, µM (titrated, usually from 114 µM), inactives show top-dose activity change, negative = inhibition, usual class: inhibitors | 3% of 360,000 active | AID 485364; further: potency means the concentration at half of the fitted maximal effect; nearly all actives have a fitted effect of over 60% in size
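TGR 20 nM + NADPH 100 uM (dispensed conc.), cpd preinc 15 min RT; start with NADPH (500 uM addition) then DTNB (15 mM addition). Kinetic TNB absorbance, 405 nm filter. Four-parameter Hill fit across titration.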
Starred values were filed as active, the others as inactive; ? = inconclusive; . = no result given; + = active, no number; & = joins results of further samples; ! = repeats disagree; [ ] = dose if it differs, or a comment. Unless noted, the call rests on the fitted dose curve; in most records, active means well fitted curve in the direction sought with a large enough effect; inconclusive means small, poorly fitted or top-dose-only effect, or another doubt; inactive means no such curve, though single readings can be large; an effect the other way counts as inactive or inconclusive. Unless noted, on the % scale 0 is the no-effect control and ±100 the full control effect.

Under each structure – AmpC inh no detg	AmpC inh detg	AMA1 RON2 block	HCMV antiviral	FBPA Giardia inh	Sm TGR inh
> CNc1snc(C)c1C(=O)OC(C)C(=O)Nc1ccc(F)cc1 (stereo unspecified)
→ -23%	2%	-1%	-20	.	3%
> CCOCCCNC(=O)c1cc(Sc2nnc(C)s2)nc2ccccc12
→ 98%	-3%	2%	-26	3%	0%
> Cc1cc(C)nc(N2CCCC(C(=O)Nc3ccc4c(c3)OCCO4)C2)n1 (stereo unspecified)
→ -14%	-20%	?	12	9%	-2%
> CCOc1ccc(/C=C/c2nc(C#N)c(NC(C)CC)o2)cc1 (stereo unspecified)
→ .	12%	.	-36	.	-2%
> COc1ccc(NC(=O)C2CCN(c3cnccn3)CC2)cc1OC
→ 6%	-4%	-2%	-14	5%	0%
> CCn1c(CNC(=O)c2cccs2)nnc1SCC(=O)Nc1cc(Cl)ccc1C
→ 14%	-10%	6%	-5	14%	-5%
> O=C1c2cccc(OCC(=O)N3CCCc4ccccc43)c2CCN1Cc1ccc(Br)cc1
→ 0%	-13%	-6%[2.32 µM]	?	3%	-25%
> COc1cc(CC(=O)NCCc2ccc(OCc3ccccc3)cc2)c([N+](=O)[O-])cc1OC
→ 20%	-12%	15%	32	-6%	-6%
> O=C(O)CCN(CC(=O)c1ccc(Cl)cc1)S(=O)(=O)c1ccc([N+](=O)[O-])cc1
→ -1%	?	6%	20	.	-34%
> CCCCN(C)CCCNC(=O)c1cc(=O)[nH]c2ccc(S(=O)(=O)N3CCCCC3)cc12
→ .	-1%	.	-37	.	6%
> CC(=O)c1cc(C(=O)Nc2cc(C)cc(C)c2)c2ccccn12
→ .	-1%	.	?	.	0%
> Cc1cccc2nc(-c3ccccc3)nc(N3CCC(O)(c4ccc(Cl)cc4)CC3)c12
→ -20%	2%	9%	?	-3%	8%
> CCOC(=O)c1cnc2cc(-c3ccc(OCC)cc3)nn2c1-c1ccccc1
→ .	13%	.	?	.	-1%
> CCOc1ccc(S(=O)(=O)NCCC(=O)OC(C)C(=O)N2CCc3ccccc32)cc1 (stereo unspecified)
→ 45%	0%	-5%	25	7%	9%
> COc1ccc(OC)c(CCNC(=O)c2ccc(NC3=NC4CS(=O)(=O)CC4S3)cc2)c1 (stereo unspecified)
→ 7%	-15%	-1%	8	1%	1%
> O=C(CC(c1ccccc1)c1ccccc1O)N1CCCC1 (stereo unspecified)
→ -10%	?	-1%	-3	-7%	-10%
> COc1ccc(NC(=O)CN(C)C(=O)Cc2ccc3c(c2)OCCO3)cc1
→ -6%	-14%	14%	-30	.	2%
> O=C(CCC1N=C2c3ccccc3N=C(SCc3ccc(Cl)cc3)N2C1=O)NCc1ccco1 (stereo unspecified)
→ 102%[activator]	0%	0%	?	2%	?
> Cc1cccc(-c2nc3c4ccccc4nc(N4CCN(c5cccc(Cl)c5)CC4)n3n2)c1
→ .	18%	.	-62*	.	0%
> C=CCn1c(SCC(=O)N2CC(C)OC(C)C2)nnc1-c1ccncc1 (stereo unspecified)
→ -16%	-15%	6%	-12	.	-11%

Three compounds out of the list, arranged by number of heavy atoms, lowest first:
Under each structure – AmpC inh no detg	AmpC inh detg	AMA1 RON2 block	HCMV antiviral	FBPA Giardia inh	Sm TGR inh
> CC(=O)c1cc(C(=O)Nc2cc(C)cc(C)c2)c2ccccn12
→ .	-1%	.	?	.	0%
> CCOCCCNC(=O)c1cc(Sc2nnc(C)s2)nc2ccccc12
→ 98%	-3%	2%	-26	3%	0%
> CCCCN(C)CCCNC(=O)c1cc(=O)[nH]c2ccc(S(=O)(=O)N3CCCCC3)cc12
→ .	-1%	.	-37	.	6%

Additional records:
Under each structure – AmpC inh no detg	AmpC inh detg	AMA1 RON2 block	HCMV antiviral	FBPA Giardia inh	Sm TGR inh
> COc1ccc(OC)c(NC(=O)CNC(=O)c2cccs2)c1
→ -12%	-5%	-3%	-1	0%	?
> CCN(CC)S(=O)(=O)c1ccc(C(=O)NCCSc2c(-c3ccccc3)[nH]c3ccccc23)cc1
→ .	8%	.	-36	.	3%
> O=C(Nc1ccc(Cl)cc1)C1CCCN(S(=O)(=O)c2ccc3[nH]c(=O)ccc3c2)C1 (stereo unspecified)
→ .	5%	.	-24	.	2%
> CCSc1nnc(NC(=O)c2ccc3ccccc3n2)s1
→ 55%	?	-3%	57	-18%	-2%
> CC1CCCCN1S(=O)(=O)c1ccc(NC(=O)c2cccs2)cc1 (stereo unspecified)
→ -23%	2%	-5%	-25	-3%	21%
> COC(=O)c1ccc(Cl)c(NC(=O)CN(c2ccc3c(c2)OCO3)S(C)(=O)=O)c1
→ 2%	2%	-8%	30	0%	-1%
> O=[N+]([O-])c1cc(/C=N/N2CCN(Cc3ccccc3)CC2)ccc1Cl
→ -21%	-5%	-6%	.	1%	.
> CCC1CSC(Nc2ccc(C(=O)/C=C/c3ccc(Br)cc3)cc2)=N1 (stereo unspecified)
→ 19%	3%	5%	-36	0%	6%
> CCOc1ccccc1/C=C/c1onc(C)c1S(=O)(=O)N1CCC(C(=O)N(CC)CC)CC1
→ 158%[activator]	-1%&-1%	-6%	+!	.	7%&2%
> CN(C)N1C(N)=C(C#N)C(c2cccc(Cl)c2)C2=C1CCCC2=O (stereo unspecified)
→ -11%	-1%	5%	0	-27%	25%
> NNC(=O)C(=O)Nc1ccc(Cl)c(Cl)c1
→ -28%	-8%	68%[activator]	-14	3%	7%
> COCCn1c(-c2ccc(NC(C)=O)cc2)nc2c1c(=O)[nH]c(=O)n2CC(C)C
→ -2%	-7%	7%	-4	-5%	-10%
> COc1ccc(CN2C(=O)CCC2(C)C(=O)NC2CCCCCC2)cc1 (stereo unspecified)
→ 13%	-9%	-4%	21	7%	-1%
> C/C(=N/O)c1ccc2c(c1)OCCOCCOc1cc(/C(C)=N/O)ccc1OCCOCCO2
→ -36%	?	12%	-14	1%	-7%
> Cc1cc([N+](=O)[O-])nn1CCCC(=O)NCc1ccccc1
→ -6%	-8%	13%	13	0%	-12%
> O=C1CCCN1C(=O)CCC(=O)N1CCCC1=O
→ -19%	1%	-4%	-1	-4%	1%
> CC(=O)N(c1ccccc1)C1SC(=O)N(c2ccccc2)C1=O (stereo unspecified)
→ -14%	?	55%[activator]	18	8%	0%
> Cc1ccc(-c2nc3ncccc3o2)cc1NC(=S)NC(=O)c1ccco1
→ -20%	-1%	-27%	?	?	5%
> CC/C(=C(/CC)c1ccc(O)cc1)c1ccc(O)cc1
→ -23%	-6%	-8%	?	0%&3%	16%
> COc1ccc(C2=NOC(Cn3nc(C(=O)NCc4cccc(Br)c4)cc3-c3ccccc3)C2)cc1 (stereo unspecified)
→ -15%	.	-2%	?	.	.
> O=C(COC(=O)c1cc(Cl)ccc1Cl)NCCN1C(=O)CSC1=O
→ -13%	-9%	?	-18	-3%	-8%
> CC(=O)N1CCC2(CC1)C(C#N)=C(N)Oc1n[nH]c(C)c12
→ -20%	-8%	9%	63	-2%	-14%
> Cc1c(C(=O)Nc2cccc(Cl)c2)sc2nc3n(c(=O)c12)N=C(c1cccc(Br)c1)CS3
→ .	-7%	.	-4	.	-3%
> Cc1nc2nc(C)n(-c3ccccc3)c2s1
→ -1%	?	-7%	-13	4%	0%
> CC1(C)Cc2c(cnn2-c2ccc(F)cc2)C(NC(=O)c2ccco2)C1 (stereo unspecified)
→ 20%	-13%	-8%	-22	.	2%
> O=C(COc1ccc(NS(=O)(=O)c2ccc(F)cc2)cc1)N1CCOCC1
→ -15%	6%	5%	-21	1%	10%
> O=C(NC1CCCCC1)C(c1ccco1)N(C(=O)c1csnn1)c1ccccc1 (stereo unspecified)
→ -13%	?	-17%	1	-7%	5%
> CCn1ncc([C@@H]2C[C@H]3CN(Cc4cccc(Cl)c4)C(=O)[C@]34CCCN24)c1C
→ 35%	5%	10%	-4	0%	-25%
> CC(=O)OCC(=O)N1N=C(c2ccc3ccccc3c2)CC1c1ccccc1 (stereo unspecified)
→ 108%[activator]	-4%	20%	17	0%	-17%
> CCOc1ccc(Nc2ncnc3ccc([N+](=O)[O-])cc23)cc1
→ -18%	?	5%	-69*	0%	?
> CCOc1ccccc1NC(=O)c1cnc(N2CCOCC2)c2ccccc12
→ .	7%	.	6	.	2%
> CN(CC(=O)N1CCCc2c1c(=O)oc1ccc(O)cc21)Cc1ccccc1
→ -43%	1%	-21%	-31	-18%	?
> NC(=S)N/N=C/c1coc2ccc(F)cc2c1=O
→ -5%	9%	87%[activator]	16	-11%	-5%
> CCN(C(=O)COC(=O)CCC(=O)c1cccs1)c1c(N)n(Cc2ccccc2)c(=O)[nH]c1=O
→ -6%	-15%	10%	-18	.	0%
> Cc1cc2oc(=O)cc(CN3CCN(C/C=C/c4ccccc4)CC3)c2cc1O
→ 12%	-5%	.	-20	-10%	-14%
> Cc1ccc(S(=O)(=O)C(CNC(=O)C(=O)NCc2ccc(Cl)cc2)c2ccco2)cc1 (stereo unspecified)
→ .	-3%	.	14	.	?
> COc1ccc(C(CCN2CCN(c3ccccc3)CC2)c2c(O)cc(OC)cc2OC)cc1 (stereo unspecified)
→ 13%	-3%	?	62	-18%&-8%	7%
> CC1(C)C(=O)CC[C@]2(C)C3C(=O)C=C4[C@H]5C[C@@](C)(C(=O)O)CC[C@]5(C)CC[C@]4(C)[C@]3(C)CC[C@@H]12 (stereo partly specified)
→ -19%	-5%	6%	13	25%	-14%
> COC(=O)c1ccc(CSc2nc3sc(C)c(C)c3c(=O)[nH]2)cc1
→ -19%	-11%	3%	33	3%	-8%
> CC1CCN(C(=O)c2[nH]cnc2C(=O)Nc2ccon2)CC1
→ -8%	6%	35%[activator]	2	.	40µM*
> COc1ccc(/C=C/C(=O)NC(=S)NNC(=O)c2cc(OC)c(OC)c(OC)c2)cc1OC
→ 40%	-8%	98%[activator]	55	13%	5%
> CC1CCC2(CC1)NC(=O)N(CC(=O)c1ccc[nH]1)C2=O (stereo unspecified)
→ -12%	-12%	0%	-25	-3%	5%
> COC(=O)c1ccc(N=NNc2ccc(C(=O)OC)cc2)cc1
→ -47%	10%	8%	10	-5%	7%
> CC(c1ccon1)N(C)C(=O)CCc1nnc(CCCCc2ccccc2)o1 (stereo unspecified)
→ 58%	-3%	-2%	5	-2%	0%
> O=C(/C=C/c1cccc([N+](=O)[O-])c1)NC(=S)Nc1ccccc1C(=O)O
→ -33%	2%	.	.	?	18µM*
